CXXC DNA block: blocks binding of human MLL CXXC domain to DNA; MLL-CXXC / FITC-HOXA9 DNA fluorescence polarization; Potency, µM (series often up to 115 µM), for inactives: at the highest dose activity change, negative = inhibition, hits mostly inhibitors; actives 0.037% (n = 290,000); active means well fitted inhibition curve with a large enough effect in the polarisation, with a control signal flat, not every such curve was filed as active; inconclusive means small, poorly fitted or top-dose-only effect, or effect the other way, or a change in a side signal; inactive means no such curve, though single readings can be large or run the other way; the % refers to the polarisation; further: potency means the concentration at half of the fitted maximal effect
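Steps: dispense CXXC domain solution (7 uM) → pin compounds or unlabeled HOX-A9 DNA control → 5 min ambient → add FLSN-HOX-A9 solution (50 nM) → spin → 30 min ambient → fluorescence polarization. Tris pH 7.5/NaCl/DTT/BSA buffer.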
FBPA coupling cs: counter-screen for Giardia aldolase inhibitors: coupling enzyme system. coupling enzyme system counterscreen, AmpLite Red fluorescence. activity change, negative = inhibition, % at 58.2 µM, hits read low. AID 2472. actives 0.67% (n = 290,000); in the data active means activity change below about -30%; further: on the % scale 0 is the no-effect control and ±100 the full control effect
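Final compound at 57.5 uM, incubated 10 min at RT with coupling enzyme reagent (glyceraldehyde-3-phosphate), then 20 min with substrate and AmpLite Red detection. Fluorescence read at 525/598 nm; tests interference with the coupling assay, not aldolase inhibition.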
KCNH2 WT inh: inhibitors of human wildtype KCNH2 potassium channel; Q12809; AID 720551; activity change, % at 1.84 µM; actives 0.37% (n = 340,000); U2OS, BacMam KCNH2, thallium flux FluxOr; active compounds read low;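 active means maximum activity change below -70%; inconclusive means maximum activity change between -70% and -50%; inactive means maximum activity change above -50%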; further: on the % scale 0 is the no-effect control and ±100 the full control effect
Target sequence (Q12809 whole entry, looked up): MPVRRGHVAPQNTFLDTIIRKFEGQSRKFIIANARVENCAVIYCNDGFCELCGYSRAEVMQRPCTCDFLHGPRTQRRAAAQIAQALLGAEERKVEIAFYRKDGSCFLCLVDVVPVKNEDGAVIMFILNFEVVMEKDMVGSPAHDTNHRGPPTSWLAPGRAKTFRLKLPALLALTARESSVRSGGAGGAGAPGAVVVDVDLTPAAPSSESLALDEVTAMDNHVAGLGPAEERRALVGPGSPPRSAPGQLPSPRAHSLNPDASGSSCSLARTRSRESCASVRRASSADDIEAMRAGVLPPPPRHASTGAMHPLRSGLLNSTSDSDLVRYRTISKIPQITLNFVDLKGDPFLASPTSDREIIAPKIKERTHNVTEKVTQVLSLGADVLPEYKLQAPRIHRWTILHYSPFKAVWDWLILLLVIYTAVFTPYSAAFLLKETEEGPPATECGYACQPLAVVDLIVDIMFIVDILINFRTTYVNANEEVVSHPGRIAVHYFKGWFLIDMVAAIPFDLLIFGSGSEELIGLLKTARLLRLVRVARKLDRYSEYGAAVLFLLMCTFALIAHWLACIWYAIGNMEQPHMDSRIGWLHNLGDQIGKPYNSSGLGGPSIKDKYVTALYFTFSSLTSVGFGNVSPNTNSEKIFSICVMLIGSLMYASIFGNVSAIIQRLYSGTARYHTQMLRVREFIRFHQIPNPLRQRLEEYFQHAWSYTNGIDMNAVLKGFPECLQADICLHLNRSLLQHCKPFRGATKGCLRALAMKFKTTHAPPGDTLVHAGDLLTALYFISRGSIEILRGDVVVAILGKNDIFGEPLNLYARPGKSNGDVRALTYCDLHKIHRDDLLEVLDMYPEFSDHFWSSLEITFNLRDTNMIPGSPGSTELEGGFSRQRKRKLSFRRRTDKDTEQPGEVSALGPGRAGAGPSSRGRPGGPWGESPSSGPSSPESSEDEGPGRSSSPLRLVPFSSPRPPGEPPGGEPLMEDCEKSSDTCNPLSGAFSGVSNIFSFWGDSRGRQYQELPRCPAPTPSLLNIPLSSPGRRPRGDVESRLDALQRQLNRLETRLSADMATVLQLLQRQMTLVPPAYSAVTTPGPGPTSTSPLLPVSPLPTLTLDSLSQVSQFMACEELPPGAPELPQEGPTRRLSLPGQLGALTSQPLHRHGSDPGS
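U2OS cells transduced with wild-type KCNH2 virus are loaded with FluxOr dye for 45 min, and thallium flux is measured in kinetic reads before and after stimulation buffer. Rate constants are normalized to DMSO controls.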
TSHR antagonist: human thyrotropin receptor antagonism; actives 0.2% (n = 330,000); activity change, negative = inhibition, % at 11.5 µM; TSHR-expressing cells, TSH-stimulated cAMP HTRF, 2 h; active compounds read low; AID 504810;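 active means activity change below a set negative limit, meaning inhibition stronger than a set level, cut at about -70% in these data; inconclusive means activity change between two set negative limits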; further: on the % scale 0 is the no-effect control and ±100 the full control effect
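TSHR-expressing cells were treated with compounds, then stimulated with TSH at EC80 (4nM final) for 2 hours at 37 deg C. Cellular cAMP was measured by HTRF competition between lysate cAMP and cAMP-d2 for a cryptate-labelled anti-cAMP antibody.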
Giardia kill: Giardia lamblia killing | actives 0.15% (n = 340,000) | Giardia lamblia trophozoite viability | activity change, % at 7.66 µM, hits read low; in the data active means activity change below about -80%; inconclusive means between about -30% and that limit;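 further: parasites exposed to compound for two days anaerobically before the ATP read; on the % scale 0 is the no-effect control and ±100 the full control effect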
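Killing of trophozoites was scored by loss of ATP luminescence after a 48 hrs anaerobic exposure to compounds at 37 deg C, using 100 cells per well.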
TCR activator: activates T cell receptor signaling; primary human leukocytes, anti-CD3, IL-2 HTRF, 48 h; Potency, µM (highest dose often 9.22 µM), for the others: at the highest dose activation of IL-2 secretion, actives largely listed as activators; 330,000 tested, under 10 active; active means well fitted activation curve with a large enough effect; inconclusive means small, poorly fitted or top-dose-only effect, or another doubt; inactive means no such curve, though single readings can be large or run the other way; further: % of control where 0% means no effect
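HTRF read-out of IL-2 secretion: europium cryptate donor excited at 320nm, d2 acceptor emission at 665nm. Cells were primary human leukocytes incubated 48 hr with compounds and a-CD3 beads, supplying TCR signal only.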
Starred values were filed as active, the others as inactive; ? = inconclusive; · = not tested or not shown; & = joins results of further samples. Only part of the results is shown. The share of hits here may be higher or lower than overall.

SMILES	CXXC DNA block	FBPA coupling cs	KCNH2 WT inh	TSHR antagonist	Giardia kill	TCR activator
C=CCN1CC[C@]23c4c5ccc(O)c4O[C@@H]2/C(=N/N=C2\CC[C@@]4(O)C6Cc7ccc(O)c8c7[C@@]4(CCN6CC=C)[C@@H]2O8)CC[C@@]3(O)C1C5	-16.1%	·	·	-12.0	·	·
Ic1ccccc1CNC1C2CCN(CC2)C1C(c1ccccc1)c1ccccc1 (configuration not stated)	15.5%	·	·	-13.0	·	·
COC[C@H]1OC(=O)c2coc3c2[C@@]1(C)C1=C(C3=O)C2CCC(=O)[C@@]2(C)C[C@H]1OC(C)=O (some centres not stated)	?	-20.5	·	-18.2	·	·
NC(=NCCC[C@H](N)C(=O)O)N[N+](=O)[O-]	-16.3%	4.4	·	-10.3	·	·
CC(=O)c1c(O)c(C)c(O)c(Cc2c(O)c3c(c(C(=O)/C=C/c4ccccc4)c2O)OC(C)(C)C=C3)c1O	-10.2%	-7.0	·	-26.9	·	·
c1ccc2sc(C3(N4CCCCC4)CCCCC3)cc2c1	15.9%	2.3	·	-18.5	·	·
Cn1nc(-c2ccccc2)nc2c(=O)n(C)c(=O)nc1-2	·	·	·	·	-89.4*	·
Cc1ccc2scc(N3CCN(C)CC3)c(=O)c2c1	·	·	·	·	-3.5	·
COc1cc([C@@H]2c3cc4c(cc3C[C@H]3COC(=O)[C@@H]32)OCO4)cc(OC)c1O	·	·	·	·	1.9	·
CC(C)[C@]1(O)[C@@H](OC(=O)c2ccc[nH]2)[C@@]2(O)[C@@]3(C)C[C@]4(O)O[C@@]5([C@H](O)[C@@H](C)CC[C@]35O)[C@@]2(O)C41C	·	-2.9&0.7	·	·	-25.5	·
CC(=O)O[C@H]1CC[C@]2(C=O)C3CC[C@]4(C)[C@@H](C5=CC(=O)OC5)CC[C@]4(O)C3CC[C@]2(O)C1 (some centres not stated)	·	1.1	·	·	-13.8	·
CCOC(=O)c1cccc(C2=C(CNC(=O)c3ccc([N+](=O)[O-])cc3)[C@H]3CC[C@@H](C2)N3Cc2ccccc2)c1	·	·	-76.0*	·	·	·
CS(=O)(=O)c1ccc(C2=C(CNC(=O)c3cccnc3)[C@H]3CC[C@@H](C2)N3Cc2ccccc2)cc1	·	·	-26.1	·	·	·
Fc1ccccc1CN1Cc2ccccc2-n2nncc2C1	·	·	5.6	·	·	·
COc1ccc(C(=O)CC(c2ccc(OC)c(OC)c2)c2c(O)c3ccccc3oc2=O)cc1OC (configuration not stated)	·	·	-2.0	·	·	·
C[C@H](CO)N1C[C@H](C)[C@@H](CN(C)C(=O)Oc2ccc3ccccc3c2)OCc2cn(nn2)CCCC1=O	·	·	-29.1	·	·	·
CS(=O)(=O)c1ccc(C2=C(CNC(=O)c3ccc([N+](=O)[O-])cc3)[C@H]3CC[C@@H](C2)N3CCOc2ccccc2)cc1	·	·	-91.9*	·	·	·
Cc1ccc(OC(=O)N(C)C[C@@H]2OCc3cnnn3CCCC(=O)N([C@H](C)CO)C[C@@H]2C)cc1	·	·	-5.5	·	·	·
O=C(O)C(O)(c1ccc(Cl)cc1)C1(O)CCCC1 (configuration not stated)	·	·	-1.3	·	·	·
O=c1c2ccccc2[nH]c(=S)n1-c1cccc(C(F)(F)F)c1	·	·	11.5	·	·	·
C[C@@H]1CN([C@H](C)CO)C(=O)CCCn2nncc2CO[C@H]1CN(C)C(=O)Oc1ccc2ccccc2c1	·	·	1.3	·	·	·
COC(=O)C1=C(c2ccc(OCc3ccccc3)cc2)C[C@@H]2CC[C@H]1N2C(=O)NCc1ccc(F)cc1	·	·	2.1	·	·	·
CC(Cc1ccc(O)cc1)NCC(O)c1ccc(O)c(O)c1 (configuration not stated)	·	·	-33.1	·	·	·
FC(F)(F)c1cccc(NC2=NCCS2)c1	·	·	4.2	·	·	·
C[C@@H]1CN([C@@H](C)CO)C(=O)CCCn2nncc2CO[C@@H]1CN(C)C(=O)Oc1ccc2ccccc2c1	·	·	-4.1	·	·	·
CCc1cc2c(cc1-c1csc(C/C(N)=N/O)n1)C(C)(C)CCC2(C)C	·	·	-1.0	·	·	·
O=C(CCN1CC=C(c2ccccc2)CC1)NCc1ccccc1	·	·	0.9	·	·	·
O=C(NCC1=C(c2ccc3ccccc3c2)C[C@@H]2CC[C@H]1N2Cc1ccco1)c1cccnc1	·	·	0.9	·	·	·
COC(=O)C1=C(c2ccc(OCc3ccccc3)cc2)C[C@@H]2CC[C@H]1N2C	·	·	-2.1	·	·	·
Cc1ncoc1C(=O)NCC1=C(c2ccc3ccccc3c2)C[C@@H]2CC[C@H]1N2Cc1ccco1	·	·	21.0	·	·	·
O=c1c2ccccc2[nH]c(=S)n1-c1cccc(Cl)c1	·	·	-1.9	·	·	·
Cc1ccccc1C(=O)N1Cc2ccccc2-n2nncc2C1	·	·	-1.4	·	·	·
O=C(c1cc(Cl)cc(Cl)c1)N1Cc2ccccc2-n2nncc2C1	·	·	-3.0	·	·	·
CCOC(=O)c1cccc(C2=C(CNC(=O)c3nccs3)[C@H]3CC[C@@H](C2)N3Cc2ccccc2)c1	·	·	18.3	·	·	·
CCOC(=O)CNC(=O)N1Cc2ccccc2-n2nncc2C1	·	·	-1.9	·	·	·
c1cc2c(c(NC3=NCCCS3)c1)CCCC2	·	·	-6.2	·	·	·
COc1ccc(C(SCC(NC(=O)OCc2ccccc2)C(=O)O)c2ccc(OC)cc2)cc1 (configuration not stated)	·	·	-2.8	·	·	·
COC(=O)C12CCc3cc(OC)ccc3C1=CC(=O)C2 (configuration not stated)	·	·	35.2	·	·	·
COC(=O)C1=C(c2ccccc2OCc2ccccc2)C[C@@H]2CC[C@H]1N2C	·	·	12.6	·	·	·
O=C(Cc1cccs1)N1Cc2ccccc2-n2nncc2C1	·	·	1.5	·	·	·
O=C(NC(=S)N1CC1)c1ccccc1	·	·	-1.0	·	·	·
COc1ccc(OC(=O)N(C)C[C@@H]2OCc3cnnn3CCCC(=O)N([C@H](C)CO)C[C@H]2C)cc1	·	·	-6.5	·	·	·
COc1ccc(C(CC(C)=O)c2c(O)c3ccccc3oc2=O)cc1OC (configuration not stated)	·	·	8.5	·	·	·
O=C(c1cccs1)N1CCC(C(=O)O)(c2ccccc2)CC1	·	·	-2.2	·	·	·
c1ccc2[nH]c(CCN3CCCCC3)nc2c1	·	·	9.3	·	·	·
CS(=O)(=O)c1ccc(C2=C(CNC(=O)c3ccncc3)[C@H]3CC[C@@H](C2)N3CCOc2ccccc2)cc1	·	·	?	·	·	·
CCCOc1ccccc1OCC(=O)N1CCN(CC(=O)N2CCOCC2)CC1	·	·	-3.6	·	·	·
O=C(c1cccnc1)N1Cc2ccccc2-n2nncc2C1	·	·	0.0	·	·	·
CCOC(=O)c1cccc(C2=C(CNC(=O)c3ccncc3)[C@H]3CC[C@@H](C2)N3Cc2ccccc2)c1	·	·	30.8	·	·	·
COc1cccc(C)c1NC1=NCCO1	·	·	-4.2	·	·	·
C[C@@H]1CN([C@@H](C)CO)C(=O)CCCn2nncc2CO[C@@H]1CN(C)C(=O)Oc1cccc2ccccc12	·	·	17.8	·	·	·
CN(C)C1CCc2[nH]c3c(F)cc(F)cc3c2C1 (configuration not stated)	·	·	35.7	·	·	·
Cc1ccc(OC(=O)N(C)C[C@@H]2OCc3cnnn3CCCC(=O)N([C@@H](C)CO)C[C@@H]2C)cc1	·	·	2.7	·	·	·
CS(=O)(=O)c1ccc(C2=C(CNC(=O)c3nccs3)[C@H]3CC[C@@H](C2)N3Cc2ccco2)cc1	·	·	-12.8	·	·	·
COc1ccc(CN2CCN(C(=O)Cc3ccccc3)CC2)cc1OC	·	·	-1.1	·	·	·
COc1cc(C(O)CNC(C)C)cc(F)c1OC (configuration not stated)	·	·	·	·	0.6	-1.8%
CCCNC(=O)N1[C@H]2CC[C@@H]1C(C(=O)OC)=C(c1ccccc1)C2	·	·	·	·	-18.6	7.4%
COc1ccc(C(O)CNC(C)C)c(F)c1OC (configuration not stated)	·	·	·	·	10.1	3.6%
CNCC(O)c1cc(OCc2ccccc2)c(OCc2ccccc2)cc1F (configuration not stated)	·	·	·	·	-5.5	8.4%
CC(=O)N(C)CC#CCN1CCCC(CO)C1 (configuration not stated)	·	·	·	·	4.4	-4.8%

(listing goes on)
SMILES	CXXC DNA block	FBPA coupling cs	KCNH2 WT inh	TSHR antagonist	Giardia kill	TCR activator
CS(=O)(=O)CCN1CC2CCCC(C2)C1	·	·	-6.6	·	3.1	5.3%
CC(CC(C#N)(c1ccccc1)c1ccccc1)N1CCOCC1 (configuration not stated)	·	·	-0.7	·	-15.6	3.7%
COc1cc(C(=O)O)cc(OC)c1OC	·	·	-2.5	·	-0.6	6.2%
CC1=C(N2CC2)C(=O)C(CO)=C(N2CC2)C1=O	·	·	-4.1	·	?	2.0%
O=[N+]([O-])c1ccc2c(c1)Cc1cc(O)ccc1-2	·	·	-4.0	·	-12.1	6.1%
CC=C(CC)C1(CCC)C(=O)NC(=S)NC1=O	·	·	42.0	·	-11.0	13.0%
C=C1[C@H]2C[C@H]3[C@H]4N5C[C@]6(C)CCC[C@]47[C@H]([C@H]2O)[C@]3(C[C@]5(O)[C@H]67)[C@@H]1O	·	·	-3.8	·	0.9	1.9%
CN1CCN(c2ccc3c(c2)S(=O)(=O)c2ccccc2C3=O)CC1	·	·	0.6	·	6.3	-1.8%
CC(=O)OC1CC(OC2C(O)CC(OC3C(O)CC(OC4CCC5(C)C(CCC6C5CCC5(C)C(C7=CC(=O)OC7)CCC65O)C4)OC3C)OC2C)OC(C)C1OC1OC(CO)C(O)C(O)C1O (configuration not stated)	·	·	-5.6	·	-6.2	1.3%
COc1ccc(NC2Oc3cc4c(cc3C(c3cc(OC)c(OC)c(OC)c3)C2C)OCO4)cc1 (configuration not stated)	·	·	-1.5	·	2.6	-21.6%
CC(C)CCC1(CCO)C(=O)NC(=S)NC1=O	·	·	-8.7	·	-0.5	-0.4%
COc1ccc(C2=NCC(=S)Nc3ccc(Cl)cc32)cc1OC	·	·	-0.8	·	2.9	-2.2%
CN1CCC2(CC1)c1ccccc1-c1ccccc12	·	·	14.8	·	9.7	-0.2%
Nc1ccc(-c2ccc(N)cc2)cc1	·	·	11.9	·	-1.0	5.8%
COC(=O)C1=C(c2ccc(S(C)(=O)=O)cc2)C[C@@H]2CC[C@H]1N2C(=O)N1CCOCC1	·	·	2.6	·	14.5	-30.2%
CCC(C)(O)C(=O)OC1C(=O)OC2CC3C(C)=CC(=O)C(O)C3(C)C3C4(O)OCC23C1C(C)C4O (configuration not stated)	·	·	18.7	·	-15.7	-2.0%

Retrieved by compound from the list above:
SMILES	CXXC DNA block	FBPA coupling cs	KCNH2 WT inh	TSHR antagonist	Giardia kill	TCR activator
COc1ccc(NC2Oc3cc4c(cc3C(c3cc(OC)c(OC)c(OC)c3)C2C)OCO4)cc1 (configuration not stated)	·	·	-1.5	·	2.6	-21.6%
CC(C)CCC1(CCO)C(=O)NC(=S)NC1=O	·	·	-8.7	·	-0.5	-0.4%
CC1=C(N2CC2)C(=O)C(CO)=C(N2CC2)C1=O	·	·	-4.1	·	?	2.0%
CC=C(CC)C1(CCC)C(=O)NC(=S)NC1=O	·	·	42.0	·	-11.0	13.0%
